# PDI inh: blocks human protein disulfide isomerase activity | P07237 | PDI insulin aggregation turbidity, A650, 90 min | inhibition, % at 10 µM | 350,000 tested, 0.052% active;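 active means mean inhibition across replicates of 30% or more, whatever share of single replicates reach that level; inconclusive means mean inhibition below 30% while every single replicate reaches 30%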;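 further: absorbance from insulin aggregation driven by PDI reduction with DTT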
# Target sequence (P07237 whole entry, looked up): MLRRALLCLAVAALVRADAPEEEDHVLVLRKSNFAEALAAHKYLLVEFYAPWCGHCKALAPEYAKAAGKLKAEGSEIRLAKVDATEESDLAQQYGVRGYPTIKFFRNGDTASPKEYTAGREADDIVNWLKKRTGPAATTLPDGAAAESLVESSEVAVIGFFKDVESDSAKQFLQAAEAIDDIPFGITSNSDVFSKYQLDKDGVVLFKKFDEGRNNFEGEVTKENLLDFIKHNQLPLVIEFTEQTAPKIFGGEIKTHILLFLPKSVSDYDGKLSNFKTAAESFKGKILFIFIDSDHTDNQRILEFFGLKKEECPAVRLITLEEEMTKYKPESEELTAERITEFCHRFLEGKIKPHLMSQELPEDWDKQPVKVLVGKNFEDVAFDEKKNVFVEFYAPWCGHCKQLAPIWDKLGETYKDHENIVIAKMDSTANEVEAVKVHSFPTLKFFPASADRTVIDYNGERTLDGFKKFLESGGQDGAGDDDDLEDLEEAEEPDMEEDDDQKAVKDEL
# CaV13 ICDI inh: Primary screen for inhibitors of IQ motif and Ca2+-dependent inactivation inhibitor domain binding in CACNA1D, Förster resonance energy transfer in living cells, …; inhibition, % at 12.3 µM; 340,000 tested, 0.098% active; HEK cells, CFP/YFP FRET ICDI-IQ, plate reader, 10 min; percent FRET-ratio fall versus neutral wells;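 active means mean replicate inhibition of at least 30% and at least 1% of replicates passing that level; inconclusive means only one of the two criteria is met; inactive means neither criterion is met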;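 further: 0% = median of the neutral control wells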
# NR2E3 ag-1: activates human photoreceptor nuclear receptor NR2E3; 320,000 tested, 0.12% active; AID 2300; GST-NR2E3/biotin-RetCOR TR-FRET, 1536-well; inhibition of corepressor binding, % at 4.78 µM;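 active means percent inhibition above the cutoff of mean plus 3 SD of all tested compounds, set per screening campaign, cut at about 20% in these data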;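 further: 0% = DMSO wells and 100% = biotin wells as full block of FRET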
# Target sequence (Q9Y5X4 whole entry, looked up): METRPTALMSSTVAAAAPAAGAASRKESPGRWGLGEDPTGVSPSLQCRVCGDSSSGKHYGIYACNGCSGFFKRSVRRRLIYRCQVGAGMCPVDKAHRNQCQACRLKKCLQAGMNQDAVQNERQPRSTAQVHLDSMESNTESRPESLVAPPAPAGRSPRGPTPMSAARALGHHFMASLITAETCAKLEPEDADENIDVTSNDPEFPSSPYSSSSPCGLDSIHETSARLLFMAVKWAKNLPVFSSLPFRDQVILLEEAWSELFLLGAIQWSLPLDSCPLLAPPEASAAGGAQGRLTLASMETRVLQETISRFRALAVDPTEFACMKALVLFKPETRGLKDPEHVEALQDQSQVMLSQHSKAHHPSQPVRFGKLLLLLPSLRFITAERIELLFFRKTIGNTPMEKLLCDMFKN
#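 system = GST-tagged NR2E3 plus biotinylated RetCOR corepressor | input = 1.35 nM GST-NR2E3 | also added = 7 nM biotin-RetCOR | schedule = 5 h incubation at 4 °C | measured by = TR-FRET with europium anti-GST and streptavidin-D2, 340 nm excitation | read-out = percent loss of FRET ratio relative to control wells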
# Peg3 prom inh: inhibitors of Peg3 promoter; 360,000 tested, 1.7% active; HeLa PEG-Prom luciferase reporter, luminescence, overnight; AID 588405; inhibition, % at 20 µM;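 active means inhibition of at least 50% at 20 µM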
# KKLEB tox: reduces viability of KKLEB cystic fibrosis airway cells | 360,000 tested, 0.36% active | KKLEB CF airway cells viability, ATPlite luminescence, overnight; active compounds read low; cells stimulated with P. aeruginosa culture filtrate | activity change (cytotoxicity), % at 5 µM;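 active means corrected activity change at or below -50% at 5 µM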
# CF NFkB block: blocks PAF-induced NF-kB reporter in cystic fibrosis cells; KKLEB NF-kB-GFP reporter, GFP fluorescence overnight; inhibition, % at 5 µM; 360,000 tested, 0.86% active;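 active means at least 50% inhibition at 5 µM, scaled per plate between neutral and stimulator controls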;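 further: PAF is a Pseudomonas aeruginosa culture filtrate used as stimulus; plate controls were PAF-stimulated DMSO wells for no effect and unstimulated DMSO wells for full effect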
# NR2E3 ag-2: agonists of human NR2E3 nuclear receptor | 360,000 tested, 0.35% active | inhibition of corepressor binding, % at 3.98 µM | CHO-S Gal4-NCOR/VP16-NR2E3 two-hybrid, luciferase | AID 602229 | Q9Y5X4;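 active means inhibition above the mean of all tested compounds plus 3 SD, cut at about 70% in these data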;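 further: 0% = DMSO with NR2E3 transfected cells and 100% = cells lacking NR2E3 construct; higher means lower luciferase signal from less NR2E3 corepressor binding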
# TRPM1 prom inh: inhibitors of MITF-driven TRPM1 promoter in melanoma cells | 330,000 tested, 0.83% active | inhibition, % at 12.5 µM | AID 488899 | SK-MEL-5 TRPM1 promoter luciferase, 24 h;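 active means mean inhibition across replicates of 60% or more, whatever share of single replicates reaches that level; inconclusive means some that reach 60%, reason not given; inactive means mean inhibition across replicates below 60%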; further: values of inactives mirror those of a sister screen read the other way
# Vif imaging: inhibitors of HIV Vif; HEK293T cells, Vif self-association by quenched fluorescence, imaging, 24 h; inhibition, % at 7.49 µM; 340,000 tested, 0.35% active; in the data active means inhibition above about 50%, passing the limit was not always enough; inconclusive means no clear call, values can overlap the other calls; inactive means below about 31%; further: some results filed as inactive read as strong as hits
# Shn3 inh set2: Schnurri-3 reporter inhibition in Clone20 osteoblasts; Clone20 osteoblast Shn3 3'UTR firefly luciferase, 24 h; 360,000 tested, 0.52% active; inhibition, % at 12.5 µM;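 active means mean inhibition of at least 75% with every replicate also reaching 75%; inconclusive means mean inhibition at least 75% but some replicate below; inactive means mean inhibition below 75%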;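 further: 0% = median of neutral control wells and 100% = pilot-screen positive control compound; some compounds past the cut are filed as inactive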
# HIF-2a inh: inhibitors of HIF-2a. 360,000 tested, 0.72% active. inhibition, % at 18.8 µM. 786-0 RCC cells HIF-2a reporter, luciferase luminescence, overnight. AID 624352;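 active means inhibition of the luminescence signal of 40% or more relative to plate controls, in a single-dose primary screen at 18.75 µM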
# An asterisk follows results filed as active; ? = inconclusive; . = no result given.
# Second line of a record: HIF-2a inh	PDI inh	CaV13 ICDI inh	KKLEB tox	TRPM1 prom inh	NR2E3 ag-2	CF NFkB block	Vif imaging	Peg3 prom inh	Shn3 inh set2	NR2E3 ag-1
> COc1ccc(/C=N/NC(=O)Cc2csc(Nc3cccc(C(F)(F)F)c3)n2)cc1C
  -1	0	-5	8	7	-2	-9	-6	12	8	7
> CC(=O)Nc1ccc(S[C@@H](CCN2CC[C@H](O)CCC2=O)c2ccccc2)cc1
  -4	-7	-9	-14	-7	10	7	-5	-12	-2	2
> O=C(NC1(C(F)(F)F)N=C2SCCN2C1=O)c1ccccc1 (stereo unspecified)
  27	-2	.	9	5	1	4	-1	11	-9	-1
> Cc1cccc(C)c1OCC(O)CN(Cc1ccccc1O)C1CCCCC1 (stereo unspecified)
  15	4	0	-7	17	-7	9	11	8	23	2
> O=C(Nc1cccc(S(=O)(=O)N2CCCCC2)c1)c1ccccn1
  -38	1	2	4	-2	-15	-12	-4	-20	-7	-3
> NC(=O)COC(=O)C1c2ccccc2Oc2ccccc21
  8	8	-3	2	12	-31	-6	7	3	-4	2
> Cc1cc(C)cc(OCc2nc3ncc(Br)cc3[nH]2)c1
  18	11	-4	-50*	13	-71	35	11	21	16	4
> CCN(CC)C(=O)Oc1cc(=O)n2c3c(cccc13)CCC2
  -8	1	-2	5	4	-3	13	-1	11	1	0
> COc1ccc(S(=O)(=O)N2CCCOC2CNC(=O)C(=O)NCc2cccnc2)cc1 (stereo unspecified)
  7	9	.	4	-7	-14	9	1	2	8	-1
> CCOC(=O)c1cc2occc2n1CC(=O)N1CCOCC1
  14	-1	-8	6	1	4	6	60*	14	-7	0
> CCCCCC1C(=O)C[C@@H]2CCN3C(=O)CCC[C@H]1[C@H]23 (stereo partly specified)
  -3	-4	-7	-4	5	-7	-7	.	-4	9	.
> CC1(C)CC(=O)C2=C(C1)N=C1c3ccccc3C(=O)C1C2c1ccc(Cl)cc1 (stereo unspecified)
  47*	-14	.	4	20	-3	35	.	58*	28	-2
> CCN(CC)C(=O)COc1ccc(CC(=O)O)cc1OC
  -5	-7	-4	9	2	-1	-10	?	6	6	3
> Cc1ccc(/C(N)=N/OC(=O)CSc2ccccc2)cc1
  -265	-7	-6	14	7	-112	0	-2	-233	-87	4
> Cc1ccc(CN2CC(C(=O)Nc3nc(C)cs3)CC2=O)cc1 (stereo unspecified)
  0	0	-6	11	.	9	-35	-8	13	65	.
> COc1cc(C(=O)Nc2cccc(S(=O)(=O)N3CCCC3)c2)cc(OC)c1C
  12	1	-2	4	9	-2	17	0	30	12	-1
> COc1ccc(C(=O)Nc2ccc(NC(=O)c3cccc(F)c3)cn2)cc1
  -1	-1	-5	4	-8	-9	14	-19	7	7	-13
> CSc1ccc(S(=O)(=O)NCc2ccc(Cl)cc2)cc1
  18	2	-8	-2	-1	-1	8	4	18	4	4
> COc1ccc(C(=O)[C@H]2[C@H]3C(=O)N(c4ccc(C)cc4)C(=O)[C@H]3C3C=CC=NN32)cc1 (stereo partly specified)
  9	4	-4	-4	.	2	6	-6	-2	-6	-4
> Cc1ccc(OC(C)C(=O)N(Cc2cccs2)C2CCS(=O)(=O)C2)cc1C (stereo unspecified)
  24	-3	-5	0	-3	11	9	14	9	0	-2
> NNc1nc2ccccc2nc1C(F)(F)F
  6	2	-2	-4	-8	7	8	-7	-5	-1	-1
> O=C1NCC(=O)N(Cc2ccccc2)/C1=C/c1ccccc1
  5	1	1	16	-11	-15	-3	0	9	7	-1
> O=C(CSc1nc2ccccc2o1)N1c2ccccc2Sc2ccc(C(F)(F)F)cc21
  18	-4	-7	-3	-7	19	18	5	29	-2	-1
> CN1CCN(c2ncnc3sc(-c4ccccc4)cc23)CC1
  5	2	-3	-14	4	-9	-18	0	12	10	-4
> O=C(Cc1ccc(Cl)c(Cl)c1)OCC(=O)c1ccc[nH]1
  -25	-8	-4	-3	-7	7	-11	23	-13	5	3
> NC(=O)c1ccc(NC(=O)CCCN2C(=O)c3ccccc3C2=O)cc1
  17	-2	-4	-20	11	-6	-4	-3	5	-8	-2
> CN(C)C(=O)C1CCC(=O)N1Cc1cccs1 (stereo unspecified)
  5	-1	6	6	17	-8	-9	-12	2	5	-2
> Cc1ccc(CCNC(=O)CN(C)S(=O)(=O)c2ccc3c(c2)n(C)c(=O)c(=O)n3C)cc1
  16	-6	-16	-9	-2	-7	5	-3	9	-9	1
> Cc1cc(C)nc(NS(=O)(=O)c2ccc(N/C=C\C(=O)c3cccs3)cc2)n1
  3	4	-11	-5	-1	-47	-28	-1	-3	-2	5
> O=C1CS/C(=N/N=C/c2cccs2)N1Cc1ccc(F)cc1
  -76	-7	-4	-6	.	-4	4	-3	-37	7	6
> COc1cc(OC)cc(-c2c(C#Cc3ccsc3)c3cc(-c4ccc5cc[nH]c5c4)ccc3n2C)c1
  2	1	-11	-14	21	-26	-10	-5	12	7	6
> CCCn1c(SCC(=O)NC2CCCCC2)nnc1-c1ccccn1
  16	0	1	11	6	-3	-6	-6	2	10	-1
> COC(=O)CCSCC(=O)Nc1nnc(C)s1
  0	.	-2	-26	.	2	31	-23	12	-36	6
> O=c1ccc2ccccc2n1Cc1cccc(F)c1
  -20	-1	-20	-6	5	11	-7	-11	-18	-5	0
> CC1CCCCN1S(=O)(=O)c1ccc(C(=O)Nc2nnc(-c3ccco3)o2)cc1 (stereo unspecified)
  12	17	-3	-4	15	2	8	-4	9	-4	3
> CC(CCc1ccccc1)NC(=O)C(=O)NCc1ccccc1 (stereo unspecified)
  17	-3	-18	0	7	18	6	-8	13	13	-2
> O=C(Nc1ccc(N2CCN(C(=O)c3ccc(Cl)cc3)CC2)cc1)c1cccnc1
  -7	-7	-6	1	3	11	27	-8	-37	8	0
> COc1ccc(OC)c(S(=O)(=O)N(C)CC(=O)N2CCN(c3cccc(Cl)c3)CC2)c1
  24	8	-1	13	-3	-4	6	1	16	7	5
> Cc1nc(Cl)sc1C(=O)Nc1cccc(Cl)c1C
  6	-2	-4	-9	-10	9	5	-15	-13	0	-2
> C=CCOC(=O)C1=C[C@H](c2coc3ccccc3c2=O)C[C@H](OCc2ccc(CO)cc2)O1
  7	0	-6	12	3	-7	-5	-9	2	-13	2
> CC(=O)O[C@H]1C[C@@]2(O)[C@@H](OC(=O)c3ccccc3)C3[C@@](C)([C@@H](O)C[C@H]4OC[C@@]34OC(C)=O)[C@@H](O)[C@H](OC(C)=O)C(=C1C)C2(C)C (stereo partly specified)
  16	.	.	-11	17	2	24	-3	27	13	-2
> O=C(NNC(=O)c1cnccc1C(F)(F)F)c1cccc(Cl)c1
  11	9	-2	-11	4	-8	-12	12	-5	2	1
> CCC(CO)Oc1cc(NC(=O)c2ccc(F)cc2)c2ncn(C(C)C)c2c1 (stereo unspecified)
  -9	-4	-7	1	17	-7	1	-7	21	8	1
> Cc1occc1C(=O)N1CCC2(CCCN(Cc3ccc(F)c(F)c3)C2)C1 (stereo unspecified)
  0	-1	-6	0	13	6	-9	-1	5	-23	3
> CC(=O)c1ccc2c(c1)OCCOCCOc1ccc(C(C)=O)cc1OCCOCCO2
  25	-5	-12	-3	7	7	1	23	22	2	-2
> CCOCCCNC(=O)C1CCCN1S(=O)(=O)c1ccc(Cl)cc1 (stereo unspecified)
  11	7	.	-15	6	-15	1	-6	-13	15	-4
> CN(c1ccccc1)c1ccc(/C=C(\CCC(=O)O)c2nc3ccccc3s2)cc1[N+](=O)[O-]
  16	2	-16	4	1	36	-1	-4	2	12	0
> C#CCN1C(C)=CC(=O)[C@@H](O)[C@H]1c1ccccc1Br
  14	0	-2	3	2	-25	-2	-4	1	-12	.
> Cc1cc(C)cc(CN2CCC(Oc3ccc(C(=O)N4CCCC4)cc3)CC2)c1
  4	0	-3	-4	3	11	0	-5	-1	-7	.
> Cc1cccc(/C=N/NC(=O)c2ccc(NC(=O)c3ccc(Cl)cc3)cc2)n1
  2	-6	-3	6	-6	-2	-7	0	-25	-8	5
> CCOc1cc(C)c(C(C)C)cc1S(=O)(=O)N1CC(C)OC(C)C1 (stereo unspecified)
  11	4	-5	0	9	4	4	9	20	14	3
> CCc1ccc(OC2=NS(=O)(=O)c3ccccc32)cc1
  11	-6	0	4	-10	7	-1	-4	12	-6	.
> Cc1ccc(NCC(=O)N/N=C/c2cccc(Br)c2)cc1
  -15	-1	-2	30	4	-32	-2	2	1	-7	4
> Cc1cc(N(C)C)nc(SC(C)C)n1
  10	-17	.	-2	2	-6	-3	-3	12	3	1
> CCOC(=O)c1c(NC(C)=O)sc2c(OC)cccc12
  18	-4	-4	2	2	-6	-10	0	-15	2	-3
> COc1ccc(C)cc1-n1nnnc1SCc1cc(=O)n2cc(C)ccc2n1
  14	-5	1	2	23	46	5	-29	23	80	-1
> COc1cccc(C(=O)C2CCCN(Cc3ccc(OC)c(Cn4cncn4)c3)C2)c1 (stereo unspecified)
  10	-5	-2	2	-6	7	-13	.	9	1	0
> COc1c2ccoc2c(OC[C@@H](O)C(C)(C)OC)c2oc(=O)ccc12
  -5	-2	8	6	-2	-1	-23	-4	8	6	3
> COc1ccc(NC(=O)CN2CCN(S(=O)(=O)N3CCCCCC3)CC2)cc1
  8	10	-4	0	-4	-7	6	16	19	8	2
> CCOc1ccc(-c2cn[nH]c2N)cc1
  -104	18	-4	-15	-16	-58	14	6	-23	-29	-1

# Further results.
# Second line of a record: HIF-2a inh	PDI inh	CaV13 ICDI inh	KKLEB tox	TRPM1 prom inh	NR2E3 ag-2	CF NFkB block	Vif imaging	Peg3 prom inh	Shn3 inh set2	NR2E3 ag-1
> Cc1cc2ccccn2c1C(=O)c1ccc(NN)c([N+](=O)[O-])c1
  4	-11	-4	-8	32	-24	56*	-4	31	9	1
> Cc1noc(C)c1S(=O)(=O)N(Cc1ccccc1)C(C)C
  25	5	-4	-17	.	-15	9	-1	-1	2	3
> Cn1ccc(C(=O)Nc2cccnc2Cl)n1
  -33	11	.	16	-2	-13	-4	7	-25	-4	.
> [O-][N+](=Cc1ccccc1)c1ccc(Cl)cc1
  -252	4	-3	24	-77	-43	-32	-8	-326	-17	.
> CCc1nc(SCC(=O)c2cccs2)c2oc3ccccc3c2n1
  -93	0	-4	2	-29	-48	9	-5	-67	14	-1
> COCCNc1nnc(Cc2ccccc2)c(=O)[nH]1
  18	-24	-20	-6	-1	16	-22	10	10	13	1
> COc1cc(CNCc2ccccn2)ccc1OCC(=O)NC1CCCCC1
  15	-1	-4	-7	-6	-16	11	4	6	-6	-3

# Screens from PubChem BioAssay.
